Screens as filed in PubChem BioAssay.
BRCA1 expr up: activators of BRCA1 expression. MCF7-BRCA1-FFLuc reporter, luminescence, 48 h; response scale: scaled: vehicle 0%, 10 µM genistein 100%. Potency, µM (series often up to 46.1 µM), for inactives: at the highest dose activation, usual class: activators. 380,000 tested, 1.1% active; also: nearly all actives have a fitted effect of over 80% in size; some results filed as inactive show a strong effect at the top dose
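48 h compound treatment of MCF7-BRCA1-FFLuc cells (phenol-red free MEM, 37 °C), then 15 min with luciferase substrate and luminescence imaging.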
FLuc modulator: inhibits or activates purified firefly luciferase, miR-21 counter-screen; purified FLuc, Km substrates, luminescence inhibition; Potency, µM (series often up to 57.5 µM), inactives show at the highest dose activity change, negative = inhibition, hits mostly inhibitors; 360,000 tested, 6.9% active;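 also: plate controls were vehicle for no effect and reference inhibitor for full effect; nearly all actives have a fitted effect of over 55% in size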
Target sequence (P08659 whole entry, looked up): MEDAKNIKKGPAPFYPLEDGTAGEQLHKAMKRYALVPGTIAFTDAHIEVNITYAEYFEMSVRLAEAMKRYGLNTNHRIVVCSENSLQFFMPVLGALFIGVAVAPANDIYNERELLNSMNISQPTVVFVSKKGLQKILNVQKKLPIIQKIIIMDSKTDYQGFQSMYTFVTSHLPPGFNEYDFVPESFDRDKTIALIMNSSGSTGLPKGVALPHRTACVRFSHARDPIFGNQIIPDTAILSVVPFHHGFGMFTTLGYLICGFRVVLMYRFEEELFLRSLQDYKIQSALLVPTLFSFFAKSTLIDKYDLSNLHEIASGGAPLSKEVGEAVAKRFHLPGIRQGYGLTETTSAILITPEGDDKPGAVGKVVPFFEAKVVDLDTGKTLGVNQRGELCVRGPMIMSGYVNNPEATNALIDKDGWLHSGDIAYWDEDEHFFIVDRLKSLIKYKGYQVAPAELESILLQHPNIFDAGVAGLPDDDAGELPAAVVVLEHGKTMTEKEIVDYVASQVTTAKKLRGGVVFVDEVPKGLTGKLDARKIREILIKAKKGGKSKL
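Purified P. pyralis luciferase, 10 nM final, with Km-level 10 uM D-luciferin and 10 uM ATP in 50 mM Tris acetate pH 7.5, 10 mM Mg acetate, 0.01% Tween-20, 0.05% BSA; 6-point qHTS titration about 60 µM downward; luminescence read.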
An asterisk follows results filed as active; ? = inconclusive; . = not tested or not shown. Calls follow the shape of the dose curve; as a rule, active = well fitted curve in the direction sought with a large enough effect; inconclusive = small, poorly fitted or top-dose-only effect, or another doubt; inactive = no such curve, though single readings can be large; an effect the other way counts as inactive or inconclusive. Potency is read from the fitted curve at half-maximal effect. The list is partial (hit frequency here may not be typical).

SMILES | BRCA1 expr up | FLuc modulator
CCn1ccc2cc(S(=O)(=O)N3CCC(C(=O)NCCc4ccccc4Cl)CC3)ccc21 | . | -1%
COc1cc(C2C(=O)N(C3CCCCC3)CC(=O)N2CCc2ccccc2)ccc1OC(C)C (stereo not drawn) | . | -4%
CCC1CN(C(=O)Nc2cc(C)cc(C)c2)c2ccccc2O1 (stereo not drawn) | . | -16%
COc1cc(CN2CCN(S(=O)(=O)c3ccccc3)CC2)cc(OC)c1O | . | 1%
Cc1ccccc1OCc1nnc(SCc2cc(=O)c3ccccc3[nH]2)n1C | . | -8%
CC1CCN(C(=O)c2cc(-c3cccc(Cl)c3)on2)CC1 | . | 24µM*
NC(=O)CSc1ncc2c(n1)-c1ccccc1N(Cc1ccc(Cl)cc1)S2(=O)=O | . | 2%
Cc1ccc(C2Nc3ccccc3-n3c(-c4ccccc4)c4c(=O)n(C)c(=O)n(C)c4c32)o1 (stereo not drawn) | . | 2%
Cc1cccc(NC(=O)c2c(NC(=O)C(F)(F)F)sc3c2CCCCC3)c1 | . | 13µM*
CCc1ccc2nc(N(Cc3cccnc3)C(=O)c3ccc(C#N)cc3)sc2c1 | . | -11%
Cc1ccc(N2CC(NC(=O)c3ccc(S(=O)(=O)N4CCCCC4)cc3)CC2=O)cc1 (stereo not drawn) | . | -1%
CCC(CC)C(=O)Nc1nnc(SCc2cc(=O)n3cccc(C)c3n2)s1 | . | -14%
Cc1c(NC(=O)c2ccc(-c3ccc(F)cc3)o2)cccc1-c1nc2ncccc2o1 | . | ?
Cc1ccc(NC(=O)c2cc(S(=O)(=O)N3CCCCCC3)ccc2F)cc1F | . | -3%
O=C(NCc1ccccc1Br)c1cnc2sc(N3CCCCCC3)nn2c1=O | . | ?
Cc1ccc(OCCn2nnc3sc4c(c3c2=O)CCC(C(C)(C)C)C4)cc1 (stereo not drawn) | . | -7%
CCOc1ccccc1NC(=O)CSc1nnc2[nH]c(=O)cc(-c3ccccc3)n12 | . | 6µM*
CCN(CC)S(=O)(=O)c1ccc2oc(C(=O)Nc3cc(C)ccc3OC)c(C)c2c1 | . | -1%
COc1ccccc1C1Nc2ccccc2-n2c(-c3ccccc3)c3c(=O)n(C)c(=O)n(C)c3c21 (stereo not drawn) | . | -3%
Cc1coc2c(C)c3oc(=O)c(CCC(=O)NCCc4ccc(Cl)cc4)c(C)c3cc12 | . | 4%
COc1ccc(-c2cc(C(F)(F)F)n3nc(C(=O)O)c(Cl)c3n2)cc1OC | . | -16%
CCc1ccc(-c2cn3c(n2)sc2cc(C(=O)NC4CCCCCC4)ccc23)cc1 | . | 1%
CC(=O)c1cccc(NC(=O)c2noc3c2CC(C)CC3)c1 (stereo not drawn) | . | ?
COc1ccc(OC)c(CNC(=O)C2CCCN(c3ncnc4onc(-c5ccc(F)cc5)c34)C2)c1 (stereo not drawn) | . | -1%
CCCOc1cccc(C2c3c(oc4ccc(F)cc4c3=O)C(=O)N2CCc2ccc(OC)cc2)c1 (stereo not drawn) | . | 0%
(next part)
SMILES | BRCA1 expr up | FLuc modulator
Cc1cccc(NC(=O)c2oc3c(c2C)-c2[nH]ncc2CC3)c1C | . | -18%
Cc1cc(OCCCSc2nc(-c3ccc(C(C)(C)C)cc3)nc3cc(=O)[nH]n23)ccc1Cl | . | -13%
O=C(CCCn1c(=O)[nH]c2ccccc2c1=O)N1CCN(c2ccccc2)CC1 | . | 0%
CCn1c(C)c(C)c2cc(C(=O)NCc3ccc(N(C)C)cc3)ccc21 | . | ?
COc1ccc(CNS(=O)(=O)c2cc(C(=O)Nc3cc(Cl)cc(Cl)c3)ccc2F)cc1 | . | 4%
COc1cc(-c2noc(-c3cc(C(C)C)[nH]n3)n2)cc(OC)c1OC | . | -2%
Cc1cc(C)cc(NS(=O)(=O)c2ccc3[nH]cc(C(=O)N(C)Cc4ccccc4)c(=O)c3c2)c1 | . | ?
Cc1ccccc1C(=O)Nc1cccc(OCc2cc(=O)n3cccc(C)c3n2)c1 | . | -10%
O=C(Cc1ccccc1F)N1CCC(c2nc3c(nnn3Cc3cccc(Cl)c3)c(=O)[nH]2)CC1 | . | -18%
CC(C)Oc1ccc(CNC(=O)c2cccc(NC(=O)c3nsc4ccccc34)c2)cc1 | . | 9.5µM*
Cc1ccc2c(c1)cc1c(=O)n(CC(=O)NC(C)CCc3ccccc3)nc(C)n12 (stereo not drawn) | . | 1%
CCOc1ccccc1CNC(=O)c1cc2cc(S(=O)(=O)N3CCCCC3)ccc2n1C | . | 1%
Cc1ccccc1CCNC(=O)c1cc2cc(S(=O)(=O)N3CCCCC3)ccc2n1C | . | -5%
O=C(Cn1nc(-c2ccccc2)nc(Cc2ccccc2)c1=O)Nc1ccccc1 | . | -5%
N#Cc1nc(-c2ccc(COc3ccccc3)o2)oc1NCc1ccccc1 | . | 3%
Cc1ccc2oc(=O)n(CCCOc3ccccc3Cl)c2c1 | . | ?
CCC(C)NC(=O)Cn1c(=O)n(-c2ccc(Cl)c(Cl)c2)c(=O)c2c(C)c(C(=O)N(CC)CC)sc21 (stereo not drawn) | . | 0%
Cc1cc(C)cc(NS(=O)(=O)c2c(C)nc3scc(C)n3c2=O)c1 | . | -1%
Cc1cc(C)cc(Nc2nnc(-n3nc(C)cc3C)c3ccccc23)c1 | . | -20%
Cc1ccc(CCNC(=O)C2CCN(c3nnc(-n4cccc4CNc4ccc(C)cc4)s3)CC2)cc1 | . | -8%
CCOC(=O)c1c(C)oc2nc(C)nc(NCCCN3CCN(c4ccccc4)CC3)c12 | . | -8%
O=C(CSc1c2c(nc3ccccc13)CCC2)Nc1ccc(F)cc1 | . | -1%
O=S(=O)(c1ccc(Cl)cc1)c1nnn2c1nc(NCc1cccs1)c1sccc12 | . | 1%
Cc1ccccc1Cn1c2ccccc2c2cnn(CC(=O)N3CCC(C)CC3)c(=O)c21 | . | -10%
CCCCOc1cccc(C(=O)Nc2sc3c(c2C(=O)OCC)CCCC3)c1 | . | -3%
Carrying on:
SMILES | BRCA1 expr up | FLuc modulator
C=CCNC(=O)c1cc(-c2cccs2)on1 | . | 13µM*
Cc1cccc(NC(=O)Cc2ccc(-n3c(C)nc4cccnc43)cc2)c1C | . | 3%
C=CCc1c(C)nc2nc(SCC(=O)Nc3cccc(Cl)c3)nn2c1C | . | -3%
Cc1nc2sc(C(=O)N(C)Cc3ccccc3)c(NC(=O)c3ccccc3)c2c(C)c1Cl | . | -3%
COc1cccc(CSc2nc3n(n2)C(c2cccc(F)c2)C(C(=O)Nc2ccccc2C)=C(C)N3)c1 (stereo not drawn) | . | 0%
Cc1ccccc1C(=O)Nc1ccc2nc(N3CCCCC3)cc(C)c2c1 | . | ?
CCOc1ccc(CCNC(=O)c2ccc3c(c2)nc2n3CCOC2)cc1OCC | . | -1%
COc1cccc(CCNC(=O)c2c(O)nc3c(C)cccn3c2=O)c1 | . | -1%
CC(=O)N1CCc2c(sc3c2c(=O)n(-c2ccccc2Cl)c(=O)n3C)C1 | . | -3%
COc1ccc(-c2[nH]ncc2C(=O)NCc2ccccc2C)cc1 | . | -11%
O=C(Nc1c(C(=O)N2CCN(c3ccccc3)CC2)oc2ccccc12)c1ccc(Br)o1 | . | -2%
COc1ccc(OC)c(CNC(=O)c2cc(=O)[nH]c3ccc(S(=O)(=O)N4CCCCC4C)cc23)c1 (stereo not drawn) | . | -8%
O=C(CCC(=O)OCC(=O)c1ccc(Cl)cc1)Nc1ccc(Oc2ccccc2)cc1 | . | -3%
CCOc1ccc(NC(=O)Cn2cnc3nc4c(cc3c2=O)CCCC4)cc1 | . | 4%
CCc1cccc(C)c1NS(=O)(=O)c1ccc2c(c1)CC(C)N2C(=O)C1CC1 (stereo not drawn) | . | ?
Cc1cc2c(cc1NS(=O)(=O)c1ccc(Br)cc1)n(C)c(=O)c(=O)n2C | . | -15%
Cc1ccccc1C(=O)Nc1nc(-c2ccc(Br)cc2)ns1 | . | ?
CNC(=O)c1c(NC(=O)c2ccc(S(=O)(=O)N3CCC(C)CC3)cc2)sc2c1CCC2 | . | -3%
O=C(CCS(=O)(=O)c1nc(-c2ccc3c(c2)OCO3)cc(C(F)(F)F)n1)Nc1ccc(F)c(Cl)c1 | . | -10%
COc1ccc(C(=O)Oc2ccc(C3NC(=O)c4c(sc5c4CCN(C)C5)N3)cc2OC)cc1 (stereo not drawn) | . | ?
CC(C)Sc1ncc(Cl)c(C(=O)Nc2ccc(S(=O)(=O)N3CCCCC3C)cc2)n1 (stereo not drawn) | . | 1%
COC(=O)c1ccc(NC(=O)C(=O)NCCc2sc(-c3cccc(F)c3)nc2C)cc1 | . | -1%
CCn1c2ccccc2c2cc(CN3CCN(Cc4ccc(Br)cc4)CC3)ccc21 | . | -6%
COc1ccc(CNC(=O)Cc2ccc(NC(=O)N3CCSc4ncccc43)cc2)cc1 | . | -4%
CC1=C(c2ccc(Cl)cc2)S(=O)(=O)N=C1N1CCC(C(=O)NCc2ccccc2F)CC1 | . | -8%

Compounds shown so far that contain a cyano group:
SMILES | BRCA1 expr up | FLuc modulator
CCc1ccc2nc(N(Cc3cccnc3)C(=O)c3ccc(C#N)cc3)sc2c1 | . | -11%
N#Cc1nc(-c2ccc(COc3ccccc3)o2)oc1NCc1ccccc1 | . | 3%

Next structures follow:
SMILES | BRCA1 expr up | FLuc modulator
Cc1ccc(Cn2cc(S(=O)(=O)c3ccc(C)cc3)c(=O)c3cc(F)c(N4CCCC4)cc32)cc1 | . | -1%
COc1cccc2cc(S(=O)(=O)c3ccc(F)c(C)c3)c(=O)oc12 | . | 1%
Cc1ccc(NS(=O)(=O)c2ccc3c(c2)C(C(C)C)C(=O)N3)cc1C (stereo not drawn) | . | 1%
COc1cc(OC)c(C(=O)NCc2nc(-c3ccccc3)no2)cc1OC | . | -6%
COc1cc(Cl)c(C)cc1NC(c1ccccc1)c1nnc(-c2ccccc2Cl)o1 (stereo not drawn) | . | ?
COc1ccc(C)cc1-n1cnc2cc(C(=O)NC3CCCCCC3)ccc21 | . | -6%
COc1ccc(NC(=O)c2cc3nc(-c4ccc(Cl)c(Cl)c4)cc(C(F)(F)F)n3n2)c(OC)c1 | . | 1%
COc1ccc(OCC(=O)NCCS(=O)(=O)N2CCN(c3cccc(Cl)c3)CC2)cc1 | . | -1%
COc1cccc(NC(=O)C(=O)NCCc2csc3nc(-c4ccccc4C)nn23)c1 | . | 4%
COc1ccc(-c2c(C)c3ccc(O)c(CN4CCC(C)CC4)c3oc2=O)cc1OC | . | 2%
O=C(CSc1n[nH]c(-c2ccccc2)n1)N1CCCCC1 | . | ?
Cc1cc(NC(=O)CSc2nc(-c3cccc(F)c3)nc3c2c(=O)n(C)c(=O)n3C)no1 | . | -2%
COc1cccc2c1Oc1ncccc1N(c1ccc(C(=O)NCc3cccc(C)c3)s1)C2 | . | -7%
Cc1ccc(-n2ncc(C(=O)N3CCCCC3)c2C2CCN(C(=O)OC(C)(C)C)CC2)cc1C | . | -1%
O=C(Nc1cccc(-c2nc3ccccc3[nH]2)c1)c1c(F)cccc1F | . | 12µM*
CCOC(=O)C1CCN(c2nc3c(S(=O)(=O)c4ccc(C)c(C)c4)nnn3c3ccc(Cl)cc23)CC1 | . | -3%
COc1cc(CNCc2c(C(=O)O)c(C)n(Cc3cccc(Cl)c3)c2C)cc(OC)c1OC | . | -4%
CC(C)(C)OC(=O)N1CCC(c2c(C(=O)Nc3ccc4c(c3)OCCO4)cnn2-c2ccccc2)CC1 | . | ?
Cc1ccccc1CNC(=O)c1ccc2nc(C(C)C)oc2c1 | . | 4%
COCCNC(=O)/C(C#N)=C1\N=C(NC(=O)c2ccco2)c2ccccc21 | 0% | .
Cc1ccc(C)c(CC(=O)N2CCCC(c3cc(C(=O)NCc4ccccc4)no3)C2)c1 (stereo not drawn) | 0% | .
O=C(Nc1ccc(S(=O)(=O)N2CCCC2)cc1)C1CC(=O)N(CCc2ccccc2)C1 (stereo not drawn) | 3% | .
O=C1c2ccccc2C(=O)N1CCC(=O)N1CCc2ccccc21 | 18% | .
CCCN1CCN(CCCNC(=O)CN2C(=O)COc3ccc(C(C)(C)C)cc32)CC1 | -8% | .
O=C(CSC1=NCCS1)N1N=C(c2cccs2)CC1c1ccc(F)cc1 (stereo not drawn) | -32% | .
Cc1cccc(-c2cnc(C(O)c3ccc(Cl)cc3C)[nH]2)c1 (stereo not drawn) | -9% | .
COc1ccc2c(CN3CCCCC3)cc(=O)oc2c1 | 43% | .
CC1(Oc2ccc(CC#N)cc2)CCN(Cc2ccc(-n3ccnc3)cc2)C1 (stereo not drawn) | 11% | .
COc1cccc(C(=O)NCCCNc2nc3cc(C)cc(C)c3cc2C#N)c1 | 11% | .
O=C(CNC(=O)c1ccccc1)OCC(=O)c1cccc2ccccc12 | 3% | .

Reprinted at random: seven compounds from above, in no set order.
SMILES | BRCA1 expr up | FLuc modulator
COc1ccc(OCC(=O)NCCS(=O)(=O)N2CCN(c3cccc(Cl)c3)CC2)cc1 | . | -1%
COCCNC(=O)/C(C#N)=C1\N=C(NC(=O)c2ccco2)c2ccccc21 | 0% | .
O=C(CSc1n[nH]c(-c2ccccc2)n1)N1CCCCC1 | . | ?
COc1ccc(-c2c(C)c3ccc(O)c(CN4CCC(C)CC4)c3oc2=O)cc1OC | . | 2%
CCCN1CCN(CCCNC(=O)CN2C(=O)COc3ccc(C(C)(C)C)cc32)CC1 | -8% | .
O=C(CNC(=O)c1ccccc1)OCC(=O)c1cccc2ccccc12 | 3% | .
Cc1cc(NC(=O)CSc2nc(-c3cccc(F)c3)nc3c2c(=O)n(C)c(=O)n3C)no1 | . | -2%
